# Screens deposited in PubChem BioAssay by several laboratories.
# JMJD2C inh: blocks human GASC-1 demethylase activity; inhibition, % at 2.35 µM; GST-JMJD2C(1-420) H3K9me3 demethylation, DELFIA europium; actives 0.069% (n = 330,000); Q9H3R0;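 active = more than half of a compound's replicate wells show inhibition beyond 50%, single wells judged on their own value; inconclusive = some, but no more than half, of replicates pass 50% inhibition; inactive = no replicate passes 50% inhibition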;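 note: signal counts dimethyl H3K9 product captured on neutravidin plate; 0% = median of DMSO wells and 100% = 0.3 times that DMSO median; strong numbers were not always called active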
# Efflux pump inh: antifungal efflux pump inhibition, Nile Red retention; actives 0.44% (n = 330,000); inhibition, % at 10 µM; S. cerevisiae Candida pump triplex; AID 485275;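 active = plate passing quality check with inhibition over a set limit, or well fluorescence over plate mean plus 4 SD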;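 note: Nile Red retained in pooled yeast measured as flow cytometry median fluorescence; 0% = buffer negative control and 100% = Enniatin B positive control; higher means more Nile Red kept so more efflux inhibition; some compounds called inactive have numbers as strong as hits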
# CTSL1 counter: blocks F. hepatica cathepsin L1 in PFM18AAP counter-screen; recombinant F. hepatica cathepsin L1, Z-Leu-Arg-MCA fluorescence; actives 0.49% (n = 300,000); inhibition, % at 5.96 µM;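 active = inhibition above the mean of all tested compounds plus 3 SD, set per screening campaign, cut at about 17% in these data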;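 note: 0% = plate median of test compound wells and 100% = 1 µM Z-Phe-Ala-diazomethylketone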
# PP1 counter: counter-screen for PP5 inhibitors: inhibitors of human PP1-alpha; AID 2235; actives 0.9% (n = 320,000); P62136; purified PP1alpha, OMFP fluorescence; inhibition, % at 6.7 µM;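 active = inhibition above the mean inhibition of all tested compounds plus 3 SD, computed separately for each screening campaign, cut at about 15% in these data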
# Target sequence (P62136 whole entry, looked up): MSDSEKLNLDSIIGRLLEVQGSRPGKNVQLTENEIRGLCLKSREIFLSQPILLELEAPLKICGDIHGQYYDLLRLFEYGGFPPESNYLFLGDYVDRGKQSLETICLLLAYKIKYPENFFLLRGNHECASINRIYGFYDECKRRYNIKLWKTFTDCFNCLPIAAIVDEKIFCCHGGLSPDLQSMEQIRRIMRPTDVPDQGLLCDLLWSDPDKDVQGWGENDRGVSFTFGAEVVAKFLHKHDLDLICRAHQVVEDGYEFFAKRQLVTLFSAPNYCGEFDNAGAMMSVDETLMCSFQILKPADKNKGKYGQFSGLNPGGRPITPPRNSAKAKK
# PP5 primary: inhibitors of human protein phosphatase 5 (PP5); purified PP5c, OMFP substrate fluorescence; inhibition, % at 6.7 µM; actives 0.18% (n = 320,000); AID 1987;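 active = inhibition above the campaign's mean inhibition across all tested compounds plus 3 SD, cut at about 9.5% in these data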;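 note: 0% = DMSO only and 100% = 100 µM cantharidin control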
# core dimer inh: blocks dimerization of HCV core protein; TR-FRET GST/Flag-core106 dimerization, 1536-well; inhibition, % at 5 µM; actives 0.33% (n = 300,000); AID 1899;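 active = inhibition above the mean of all tested compounds plus 3 SD, set per screening campaign, cut at about 45% in these data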
#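 Assay system: GST-tagged and Flag-tagged HCV core protein residues 1-106 / Times: compound-protein-antibody incubation 4 h at 22.5 °C / Signal: time-resolved FRET, ex 340 nm, em 617 and 671 nm / Evaluation: % inhibition based on acceptor/donor emission ratio / Benchmarks: wells lacking GST-core106 and wells with excess unlabelled core106 / Repeats: singlicate, one well per compound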
# TPT1 inh: C. albicans TPT1 enzyme inhibition; actives 0.81% (n = 300,000); recombinant caTPT1, FP RNA substrate dephosphorylation; AID 1962; inhibition, % at 5 µM;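 active = inhibition above the mean of all tested compounds plus 3 SD, set per screening campaign, cut at about 24% in these data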;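 note: plate controls were DMSO alone for no effect and ferristatin control at 100 nM for full effect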
# PREPL inhibitor: inhibitors of human prolyl oligopeptidase-like enzyme PREPL; Q4J6C6; recombinant PREPL, fluorescence polarization activity-based probe; inhibition, % at 5.96 µM; actives 0.68% (n = 320,000); AID 2751; in the data active = inhibition above about 43%;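 note: 0% = enzyme with DMSO and 100% = wells lacking enzyme; many of its hits are not listed in these tables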
# Target sequence (Q4J6C6 whole entry, looked up): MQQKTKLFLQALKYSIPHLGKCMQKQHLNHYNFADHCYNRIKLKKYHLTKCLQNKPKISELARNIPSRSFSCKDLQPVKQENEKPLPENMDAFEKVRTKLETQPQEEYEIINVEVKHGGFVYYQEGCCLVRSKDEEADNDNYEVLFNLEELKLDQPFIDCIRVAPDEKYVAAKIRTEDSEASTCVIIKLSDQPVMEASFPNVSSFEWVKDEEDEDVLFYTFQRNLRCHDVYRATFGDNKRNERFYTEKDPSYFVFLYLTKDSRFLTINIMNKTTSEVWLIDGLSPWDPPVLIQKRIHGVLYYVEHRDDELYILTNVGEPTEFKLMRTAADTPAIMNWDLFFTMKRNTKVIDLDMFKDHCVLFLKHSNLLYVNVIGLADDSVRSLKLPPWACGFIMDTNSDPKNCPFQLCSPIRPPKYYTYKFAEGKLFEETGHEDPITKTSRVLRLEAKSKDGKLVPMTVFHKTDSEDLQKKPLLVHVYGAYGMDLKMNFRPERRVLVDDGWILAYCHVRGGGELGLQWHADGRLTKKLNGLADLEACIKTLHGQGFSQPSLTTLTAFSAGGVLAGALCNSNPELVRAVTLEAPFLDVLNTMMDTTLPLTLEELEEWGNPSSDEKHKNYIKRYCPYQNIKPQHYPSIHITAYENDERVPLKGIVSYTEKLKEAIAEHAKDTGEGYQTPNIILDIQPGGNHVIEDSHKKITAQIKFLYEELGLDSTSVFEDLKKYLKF
# LYPLA2 inh: counter-screen for PME1 inhibitors: inhibitors of human LYPLA2; O95372; recombinant LYPLA2, FP-Rh probe fluorescence polarization; inhibition, % at 5.9 µM; actives 0.38% (n = 320,000);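 active = inhibition above the screen-wide mean plus 3 SD, limit set per campaign, cut at about 26% in these data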;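 note: 0% = LYPLA2 with DMSO and 100% = wells lacking LYPLA2 enzyme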
# * = called active by the depositor; ? = inconclusive; . = no result given.
compound	JMJD2C inh	Efflux pump inh	CTSL1 counter	PP1 counter	PP5 primary	core dimer inh	TPT1 inh	PREPL inhibitor	LYPLA2 inh
O=C(O)c1ccccc1C(=O)NCc1c(Cl)cccc1Sc1ccc(Cl)cc1	1	0.0	1	0	1.6	10	-1	-64	16
COc1cccc(CNC(=O)C2Cc3cc(S(=O)(=O)N4CCCC4)ccc3N2C(C)=O)c1OC (stereo not given)	-11	0.1	-3	-2	0.9	-8	3	16	4
CC1=C(C(=O)OCC2CCCO2)C(c2cccc(O)c2)NC(=O)N1 (stereo not given)	1	-0.1	-1	6	1.1	-3	3	8	5
C=CCOc1ccc(/C=C2\SC(=S)N(NS(=O)(=O)c3ccc(C)cc3)C2=O)cc1	9	-0.2	0	25*	2.2	6	-2	5	-2
CCn1c(SCC(=O)N/N=C(/C)c2ccncc2)nc2ccccc21	-1	-0.1	-3	-2	-0.5	0	1	-3	4
O=C(C/C=N\OCc1c(Cl)cccc1Cl)Oc1ccc(Cl)cc1Cl	-2	-0.2	-3	-1	-2.2	1	-3	0	0
CC1(C)CC(=O)C=C(Nc2ccc(F)c(Cl)c2)C1	-3	0.1	-4	-3	4.1	0	2	-6	0
Cc1cccc(NC(=O)c2ccc(NCCc3ccccc3)c([N+](=O)[O-])c2)c1	1	0.1	6	-1	1.6	9	46*	11	4
CC(C)(C)N(Cc1ccccc1)C(=O)c1ccncc1	-13	-0.2	1	3	-1.8	6	-3	3	-5
CC1CCN(CCCNS(=O)(=O)c2cc(Br)cc3c2N(C(=O)C2CC2)CC3)CC1	-3	0.2	1	-2	0.5	-6	1	7	1
CC1(C)C(=O)C2(CCCCC2)C(=O)OC1c1cccc([N+](=O)[O-])c1 (stereo not given)	-14	0.1	0	-2	3.6	3	-2	-6	4
CCOC(=O)N1CCC(NS(=O)(=O)c2ccc(NC(C)=O)c(Cl)c2)CC1	-22	0.0	-1	-4	-1.2	2	-4	7	2
COCCNC(=O)CCCn1c(=O)c2ccccc2n(Cc2cccc([N+](=O)[O-])c2)c1=O	15	0.0	-2	-4	2.8	-2	0	-3	11
CC(=O)NCCn1c(SCc2cccc([N+](=O)[O-])c2)nc2ccccc2c1=O	-11	0.1	-3	-5	-0.3	0	2	6	-2
CN(C)/C=C/c1onc(-c2c(Cl)cccc2Cl)c1C#N	19	0.1	5	35*	1.7	0	5	-6	2
FC(F)(F)c1nnc(-c2ccccc2)nc1N1CCOCC1	-9	-0.1	1	-3	-2.1	2	-2	4	5
COc1ccc(C(=O)Cn2c(Cl)nc3c2c(=O)n(C)c(=O)n3C)cc1	-3	0.0	-2	-3	0.3	0	0	-6	-4
CCc1nc2ccccc2c(C(=O)OCC(=O)N2CC(C)OC(C)C2)c1C (stereo not given)	1	-0.4	-2	-1	0.9	2	-6	-6	8
O=C(N/N=C/c1cccc2ccccc12)c1n[nH]c2c1CCCC2	-4	0.2	3	-8	0.3	12	5	1	7
O=S(=O)(Nc1ccc(C(F)(F)F)cc1)c1cccs1	-32	0.0	-3	1	1.9	-7	-2	-6	-1

# Marked active in TPT1 inh, among the entries above:
SMILES	JMJD2C inh	Efflux pump inh	PP5 primary	core dimer inh	TPT1 inh	PREPL inhibitor
Cc1cccc(NC(=O)c2ccc(NCCc3ccccc3)c([N+](=O)[O-])c2)c1	1	0.1	1.6	9	46*	11

# Other structures
compound	JMJD2C inh	Efflux pump inh	CTSL1 counter	PP1 counter	PP5 primary	core dimer inh	TPT1 inh	PREPL inhibitor	LYPLA2 inh
Cc1c(C)c2ccc(OCC(=O)NC(Cc3c[nH]c4ccc(O)cc34)C(=O)O)c(C)c2oc1=O (stereo not given)	3	0.0	3	2	0.6	-7	3	0	-4
O=C(NCc1cccnc1)c1ccc(NC(=O)c2ccc([N+](=O)[O-])cc2)cc1	3	-1.9	1	2	1.6	-2	-3	1	37*
CCOC(=O)CNC(=O)COc1coc(CN2CCN(c3ccc(F)cc3)CC2)cc1=O	4	-0.1	2	-2	-2.7	2	-1	10	6
O=C(CN1CCCC1)Nc1cccc(Cl)c1	-34	0.5	1	-3	-2.6	-5	1	20	-2
O=C(CCC(=O)N1CCOc2ccc(Cl)cc21)NCCCN1CCOCC1	-9	-0.1	0	-2	-0.4	-14	-3	-1	-2
O=C(c1ccc(F)cc1)N1CCCC(c2ccccc2)C1 (stereo not given)	10	0.1	1	-2	1.4	0	-4	-1	-2
Cc1cc(Br)ccc1NC(=O)CN(C)C(=O)CN1C(=O)NC(C)(C2CC2)C1=O (stereo not given)	-2	0.2	.	-2	-0.5	.	.	1	6
CCc1c(O)nc(SCC(=O)Nc2ccccc2C)n(-c2ccc(C)cc2)c1=O	-10	0.1	-3	-3	-0.8	2	6	-2	-2
Cc1ccc(C)c(C(=O)COC(=O)c2cc(Cl)nc3ccccc23)c1	-3	-0.1	-1	3	3.0	3	-1	3	3
CC(C)(C)n1nc2c(c1NC(=O)c1cc([N+](=O)[O-])ccc1Cl)CS(=O)(=O)C2	-3	-0.1	2	2	-0.6	3	1	-3	-1
COc1ccc(N2CCN(c3ncnc4c3nnn4Cc3ccccc3Cl)CC2)cc1	-1	0.0	0	1	-1.5	1	-1	7	35*
CCC(C)NC(=O)CSc1nnc(-c2ccoc2C)n1CC1CCCO1 (stereo not given)	2	0.4	-3	1	-0.5	2	0	-1	-4
Cc1cc(C(=O)Nc2ccc(F)cc2C)cs1	-2	0.0	-1	-4	1.5	0	-2	8	4
COc1ccc(C2CC(=O)N(CCCN(C)CCc3ccc(OC)c(OC)c3)C2)cc1 (stereo not given)	-1	0.1	-2	-4	-1.0	5	0	3	-4
O=C(CCC(=O)N1CCc2ccccc21)Nc1ccccc1	-21	0.0	2	-3	-1.4	6	0	-6	6
CC(=O)c1cccc(NC(=O)CSc2nc(N3CCCCC3)nc(N3CCCCC3)n2)c1	-3	0.0	2	1	2.1	4	3	11	-1
Cc1csc(Sc2ccc([N+](=O)[O-])cc2C(=O)OCC(=O)NC2CCCC(C)C2C)n1 (stereo not given)	8	0.2	5	1	2.4	2	0	7	2
Cc1cc(C(=O)N2CCN(c3ccccc3O)CC2)c(C)o1	1	0.0	-5	-2	0.4	3	0	22	2
CN(C)C(=O)CC12CC3CC(C1)CC(CC(=O)N(C)C)(C3)C2	1	0.2	-3	-2	1.4	-10	0	9	2
Cc1cc(NCCO)nc(-n2nc(C)cc2C)n1	4	-0.2	-3	-2	2.2	-2	-1	0	5
O=S(=O)(NC(=S)Nc1ccccc1)c1ccc(F)cc1	-2	-0.1	1	-3	-0.7	-2	-2	5	-4
c1ccc(-c2nn3c(Cn4nnc5ccccc54)nnc3s2)cc1	-3	0.0	2	-2	-0.2	2	0	6	1
O=C(Nc1ccc(Cl)cc1)/C(=C/c1cccc(O)c1)c1nc2ccccc2s1	27	-0.6	0	-1	2.7	-2	7	-5	-59
BrC(/C=C\c1ccccc1)=N/Nc1nc(N2CCOCC2)nc(N2CCOCC2)n1	-38	-0.1	3	-3	2.7	0	-4	0	11
CCN1CCN(C(=O)c2cccc(OC3CCN(S(C)(=O)=O)CC3)c2)[C@@H](C)C1=O	6	0.2	-2	-3	0.6	1	-10	1	0
NS(=O)(=O)c1ccc(NC(=S)NCc2ccc3c(c2)OCO3)cc1	4	0.0	-3	5	0.5	-1	1	-30	-7
CNC(=O)c1ccc(-c2ccc(F)cc2)s1	17	-0.3	-3	-2	0.8	-5	-4	-23	-4
Cc1cc(C(F)(F)F)nn1CC(=O)N1CCCCC1C (stereo not given)	3	-0.1	5	-3	2.3	-3	4	5	-8
CCOC(=O)C1CCCN(Cc2nc(CC3CC3)no2)C1 (stereo not given)	2	0.1	-1	-1	-0.8	-1	-1	-1	1
Cc1cc(=O)oc2cc(NC(=O)c3cccc(Br)c3)ccc12	10	-0.1	-3	-7	-0.3	-1	-1	0	3
CC(C)CC(C(=O)NC1CCCCC1)N(Cc1ccccc1)C(=O)c1snc(C(N)=O)c1N (stereo not given)	-18	-0.2	1	3	1.5	-8	-6	12	2
COc1ccccc1Sc1nc(-c2ccccc2)ncc1OC	2	-0.1	1	11	1.7	0	1	1	0
Cc1ccc(C(=O)NC(=S)Nc2cccc(-c3nc4ccccc4s3)c2)cc1	-8	-0.1	3	-4	0.2	-12	2	5	-11
CCOC(=O)C1=C(C)NC(=O)NC1c1c(OC)ccc2ccccc12 (stereo not given)	-3	0.0	0	-1	-2.8	12	-3	0	4
Cc1ccc(NCc2ccccc2OCc2ccccc2F)cc1	10	-0.1	-4	-2	0.2	-2	6	-5	4
Cc1ccc(NC(=O)C(=O)NCCN2CCN(S(C)(=O)=O)CC2)cc1	1	0.0	1	1	-0.3	2	2	0	-5
COc1ccc(NC(=O)c2ccc3ccccc3c2)cc1	3	0.4	0	-1	3.5	-9	4	16	5
O=C(O)C1=C[C@H](c2coc3ccccc3c2=O)C[C@H](OCc2ccc(CO)cc2)O1	?	.	0	-5	-3.4	6	-1	-17	2
COCCNC(=O)C1CC(c2cccc(OC)c2)=NO1 (stereo not given)	?	0.0	-4	-1	1.6	-6	-2	22	-1
CCN(CC)c1ccc(NC(=O)COc2ccccc2C)cc1S(=O)(=O)Nc1ccccc1OC	6	0.0	3	2	2.4	12	0	-1	-35
CSCCC(NS(=O)(=O)c1ccc2c(c1)OCCO2)C(=O)N(C)Cc1ccccc1F (stereo not given)	2	-0.1	.	2	1.6	.	.	5	0
CC(CCc1ccccc1)NC(=O)CNC(=O)c1ccccc1Br (stereo not given)	5	-0.1	1	0	-1.3	10	1	-3	-3
Cc1cccc(NC(=O)CSc2nnc([C@@H](N)Cc3ccccc3)o2)c1C	-9	-0.1	15	-1	2.0	-3	1	9	11
CC1CCN(C2=NN3C(=N)/C(=C\c4ccc(OC(=O)c5ccco5)cc4)C(=O)N=C3S2)CC1	8	0.1	-4	5	-1.3	-1	5	26	-4
Cc1cc(C)c(S(=O)(=O)N(CC(=O)NCc2cccnc2)C2CCCCC2)c(C)c1	3	0.0	3	0	2.7	4	1	-45	0
CCC(C)C(NC(=O)c1ccccc1NC(=O)c1ccco1)C(=O)NC1CCCCC1 (stereo not given)	4	0.0	1	2	-0.6	7	-37	0	4
COc1ccc(Nc2ncnc3sc(-c4ccccc4)cc23)c(OC)c1	3	-0.1	2	-2	6.4	3	0	31	-3
CCNc1ccc(N=Nc2c(C)n(C)n(-c3ccccc3)c2=O)cc1	0	0.1	3	0	3.4	-4	12	-5	2
Cn1cc(S(=O)(=O)N2CCCC2)cc1C(=O)NCc1ccc(Cl)cc1	6	0.1	-2	3	2.8	-7	0	9	3
O=C(CNC(=O)/C(=C\c1ccc(Br)cc1)NC(=O)c1ccccc1)OCc1ccccc1	2	0.0	9	-3	1.1	15	2	-2	-6

# The list is partial; rates above refer to the full screens.
